Bioassay records as filed in PubChem BioAssay.
ST2 inh: inhibitors of human ST2 (IL1RL1) binding to IL-33 | AID 1259354 | 2.3% of 78,000 active | AlphaLISA ST2-Fc/biotin-IL-33 interaction, 1 h | Q01638 | inhibition, % for hits at 17 µM; in the data active means inhibition above about 30%; inconclusive means mostly about 10% to 28%
Target sequence (Q01638 whole entry, looked up): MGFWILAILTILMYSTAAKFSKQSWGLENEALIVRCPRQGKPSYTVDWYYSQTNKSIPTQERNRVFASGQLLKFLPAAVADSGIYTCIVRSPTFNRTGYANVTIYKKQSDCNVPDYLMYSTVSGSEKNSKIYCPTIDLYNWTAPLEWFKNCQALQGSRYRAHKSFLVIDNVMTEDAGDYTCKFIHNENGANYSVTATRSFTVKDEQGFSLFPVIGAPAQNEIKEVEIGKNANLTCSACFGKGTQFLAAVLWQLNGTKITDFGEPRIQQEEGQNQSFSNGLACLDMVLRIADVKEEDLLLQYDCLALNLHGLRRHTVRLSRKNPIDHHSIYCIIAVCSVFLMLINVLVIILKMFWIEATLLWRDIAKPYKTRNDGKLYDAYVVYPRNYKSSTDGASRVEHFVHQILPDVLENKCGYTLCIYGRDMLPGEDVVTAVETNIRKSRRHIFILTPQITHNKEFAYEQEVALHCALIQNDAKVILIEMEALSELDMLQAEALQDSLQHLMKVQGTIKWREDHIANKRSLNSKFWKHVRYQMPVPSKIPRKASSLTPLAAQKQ
Active calls of the source: *; i = inactive; ? = inconclusive. These rows are one share of the data; count on the stated rates, not on these rows.

SMILES | ST2 inh
CN(CC(=O)Nc1ccc2c(c1)OCO2)S(=O)(=O)c1ccc2c(c1)CCC(=O)N2 | i
CCOc1ccccc1NC(=O)CN(c1ccc(C)c(C)c1)S(C)(=O)=O | i
CS(=O)(=O)c1ccc(-c2cccc3[nH]ccc23)cc1 | i
O=C(O)c1nn(-c2ccccc2)nc1-c1nn(-c2ccccc2)nc1C(=O)O | i
O=C1c2ccccc2NC(c2cccc(O)c2)N1c1ccc(Cl)cc1 (stereo not given) | i
Cc1cc(C(=O)O)c2cc(O)ccc2n1 | i
CCn1c(C2CCN(Cc3cc4c(cc3OC)OCO4)CC2)nn(C)c1=O | i
Cc1noc(C)c1CC(=O)N1CCCC2(CC1)CNC(=O)O2 (stereo not given) | i
O=[N+]([O-])c1ccc(C=Nc2nonc2N=Cc2ccc([N+](=O)[O-])cc2)cc1 | ?
CC(C)c1ccc(NC2CCCN(C(=O)c3ccc(C#CC(C)(C)O)o3)C2)cc1 (stereo not given) | i
CCC(=O)Nc1cccc(OCC(=O)N2CCN(c3ncccn3)CC2)c1 | i
Cc1ccccc1-c1ncc(CNCCSc2nnnn2C)s1 | ?

Next section, starting with the last 6 of the part before.
SMILES | ST2 inh
CCn1c(C2CCN(Cc3cc4c(cc3OC)OCO4)CC2)nn(C)c1=O | i
Cc1noc(C)c1CC(=O)N1CCCC2(CC1)CNC(=O)O2 (stereo not given) | i
O=[N+]([O-])c1ccc(C=Nc2nonc2N=Cc2ccc([N+](=O)[O-])cc2)cc1 | ?
CC(C)c1ccc(NC2CCCN(C(=O)c3ccc(C#CC(C)(C)O)o3)C2)cc1 (stereo not given) | i
CCC(=O)Nc1cccc(OCC(=O)N2CCN(c3ncccn3)CC2)c1 | i
Cc1ccccc1-c1ncc(CNCCSc2nnnn2C)s1 | ?
CCc1nc(Cn2ccnc2-c2ccc3c(c2)CCN3C(C)C)no1 | i
CC(C)(C)n1nc2c(c1NC(=O)c1ccc(S(=O)(=O)N3CCCC3)cc1)CS(=O)C2 (stereo not given) | i
O=C(CSc1nc2ccccc2nc1-c1ccccc1)N1CCCCCC1 | i
C=CCn1nc(C(=O)O)c2c1CCC(N1CC(Oc3cccc(C)c3)C1)C2 (stereo not given) | ?
Clc1ccccc1OCCn1cc(C2CC=CCC2)nn1 (stereo not given) | ?
CC1CCc2c(sc(NC(=O)C(C(C)C)N3C(=O)c4ccccc4C3=O)c2C#N)C1 (stereo not given) | ?
CC(=O)N1N=C(c2ccccc2)OC12CCCCCCC2 | ?
O=C(c1cnc2n(c1=O)CCS2)N(c1ccccc1)C1CCCCC1 | i
Cc1cccc(C(=O)Nc2ccc(OCC(=O)O)cc2)c1 | i
Cc1ncc2c(c1CNC(=O)/C=C/c1cccs1)CCN(C(=O)c1ccc(-n3cccn3)cc1)C2 | i
COc1cc(C2C3=C(CC(C)(C)CC3=O)OC(N)=C2[N+](=O)[O-])ccc1O (stereo not given) | ?
O=C(Nc1ccc(Oc2ccccc2)cc1)O[C@@H]1CO[C@H]2[C@@H]1OC[C@@H]2NCC1CC1 | i
CC(CNc1ccnc(C(=O)NCc2cccnc2)c1)c1ccccc1 (stereo not given) | ?
Cc1cccc(-c2noc(COc3ccccc3)n2)c1 | i
Cc1cc(NC(=O)CCCn2nc([N+](=O)[O-])c(Cl)c2C)no1 | i
CC(C)c1ccc(C(C2=C(O)CC(C)(C)CC2=O)C2C(=O)CC(C)(C)CC2=O)cc1 (stereo not given) | i
Cc1cccc(OCCCCc2c(C)n[nH]c2C)c1 | i
CCOC(=O)Nc1ccc2c(c1)N(C(=O)CCN1CCCCC1)c1ccccc1CC2 | i
Cc1ccccc1-n1nc2c(c1NC(=O)c1ccccc1[N+](=O)[O-])CS(=O)C2 (stereo not given) | i
O=C1C(=O)N(CNc2ccc(Br)cc2)c2ccccc21 | ?
COc1cc(C(=O)Nc2ccc(Cl)c(N3CCCS3(=O)=O)c2)cc(OC)c1OC | i
CCc1ccc2occ(CC(=O)N3C[C@@H](N)C[C@H]3C(=O)NC(C)C)c2c1 | ?
COc1cc(NC(C)=O)c(OC)cc1NC(C)=O | i
COc1ccc(-c2ccc(C(=O)NCc3cc(=O)[nH]cn3)o2)cc1 | i

A draw from above in order of molar mass, smallest number first.
SMILES | ST2 inh
Cc1cccc(OCCCCc2c(C)n[nH]c2C)c1 | i
CC(CNc1ccnc(C(=O)NCc2cccnc2)c1)c1ccccc1 (stereo not given) | ?
CCc1ccc2occ(CC(=O)N3C[C@@H](N)C[C@H]3C(=O)NC(C)C)c2c1 | ?
CCOC(=O)Nc1ccc2c(c1)N(C(=O)CCN1CCCCC1)c1ccccc1CC2 | i

Other structures follow:
SMILES | ST2 inh
Cc1ccc(SC2=C(N3CCOCC3)C(=O)N(c3cc(C)cc(C)c3)C2=O)cc1 | 43%*
CN1C[C@@H](NC(=O)Nc2ccccc2)C[C@H]1c1nc(-c2cnccn2)no1 | i
CCOc1ccc(Sc2cc(C(=O)NC3CC3)c3ccccc3n2)cc1 | i
Cn1cnnc1C1CCN(Cc2cc3cc4c(cc3[nH]c2=O)OCO4)CC1 | i
O=C(Cn1cnc2c(oc3ccccc32)c1=O)Nc1ccc(F)cc1F | ?
COC(=O)c1cc2nc(-c3ccc(Cl)cc3)cc(C(F)(F)F)n2n1 | i
Cc1nn(-c2ccccc2)c2sc(C(=O)Nc3ccc(I)cc3)cc12 | ?
O=C(Nc1cccc2ncccc12)c1cccs1 | i
CCC(C)NC(=O)Cn1c(=O)n(Cc2ccc(C(=O)NC(C)C)cc2)c(=O)c2cc(OC)c(OC)cc21 (stereo not given) | i
CSc1ccccc1NC(=O)c1cc(-c2ccc3c(c2)OCO3)on1 | i
CCOC(=O)c1c(-c2ccccc2)oc2cc(Br)c(OC(C)=O)cc12 | i
COCCn1c(CNC(=O)C2CCC2)nc2cccnc21 | i

Random excerpt: 3 entries already listed, in no set order.
SMILES | ST2 inh
CC(C)c1ccc(NC2CCCN(C(=O)c3ccc(C#CC(C)(C)O)o3)C2)cc1 (stereo not given) | i
CCOC(=O)Nc1ccc2c(c1)N(C(=O)CCN1CCCCC1)c1ccccc1CC2 | i
Cc1ncc2c(c1CNC(=O)/C=C/c1cccs1)CCN(C(=O)c1ccc(-n3cccn3)cc1)C2 | i

Going on with the list.
SMILES | ST2 inh
CCSCCOC(=O)C1=C(C)NC2=C(C(=O)CCC2)C1c1cccnc1 (stereo not given) | i
FC(F)Oc1cccc(CNC2CCC3(CCNCC3)CC2)c1 | i
Cc1ccc(-c2cc(O)c3c(c2)CN(C(=O)C(C)n2cccn2)CCO3)s1 (stereo not given) | ?
Cc1ccc(NC(=O)c2ccc(F)cc2)c(Br)c1 | i
O=C(Nc1cccc(Cl)c1)c1cccc(Br)c1 | i
COc1cccc(C(=O)Nc2nc3ccc(Cl)cc3s2)c1 | ?
CC12CC(NC(=O)N1c1cccc(Cl)c1)c1ccccc1O2 (stereo not given) | i
COc1ccc(-n2nc3c(c2NC(=O)c2ccccc2C(F)(F)F)CS(=O)C3)cc1 (stereo not given) | i
CCc1cccc(CC)c1NS(=O)(=O)c1ccc2c(c1)CCN2C(=O)C1CC1 | i
O=S(=O)(NCCn1ccc2ccccc21)c1ccc(Br)cc1 | i
O=C(Nc1c(-c2ccc(F)cc2)nc2ccccn12)C1CCCCC1 | i
Fc1ccc(CN2CC[C@H](c3nnc(-c4ccc(Cl)cc4)o3)C2)cc1 | ?
CCOC(=O)C1=C(c2ccccc2)NC(SCC)=C(C#N)C1c1cccnc1 (stereo not given) | i
CC(C)C[C@H]1CN(C(=O)c2coc3ccccc23)CC[C@@]1(C)O | i
CC(C)CCNC(=O)c1cc(=O)[nH]c2ccc(S(=O)(=O)N3CCCCCC3)cc12 | i
COc1ccccc1NC(=O)C1=C(C)Nc2nc3ccccc3n2C1c1cccs1 (stereo not given) | i
Cc1ccc2[nH]c(SCC(=O)N3CCOCC3)nc2c1C | i
CCCOC(=O)N1CCn2nc(-c3nc4ccccc4n3C)cc2C1 | i
NC(=O)CSc1ncc(-c2ccc(Cl)cc2)[nH]1 | i
CC(C)(C)c1ccc(C(=O)Nc2nc3c(s2)C[C@@H]2[C@](C)(CO)[C@H](O)CC[C@@]2(C)[C@@H]3CC(=O)N2CCC(C(N)=O)CC2)cc1 | ?
Cc1cnc(C)c(-c2cc(F)cc3c2OC(CNC(=O)c2ccc(Cn4nc(C)cc4C)cc2)C3)n1 (stereo not given) | ?
O=C(c1ccc(Br)cc1)N1CCN=C1SCc1cccnc1 | i
O=C1CC(c2ccccc2)CN1C(=O)c1ccccc1 (stereo not given) | i
Cc1cccc(NS(=O)(=O)c2cccc3cccnc23)c1C | i
CSCc1ccc(C(=O)N(C)C2CCCN(C3Cc4ccccc4C3)C2)o1 (stereo not given) | i
CC(C)CC(NC(=O)c1cnn(C)c1)c1nnc2n1CCNCC2 (stereo not given) | i
COc1ccccc1N1CCN(CC(O)COc2cc(C)ccc2C(C)C)CC1 (stereo not given) | i
O=C(c1cc(-c2ccc(O)cc2)n[nH]1)N1CCCC2(C1)C(=O)Nc1ccccc12 (stereo not given) | ?
C=CCOc1ccc(C(=O)Nc2ccccn2)cc1 | i
COCC(C)NC(=O)c1cc(-c2cccs2)on1 (stereo not given) | i
CSc1nc2ccccc2n1CCOc1ccc(C)cc1 | i
O=S(=O)(c1ccccc1)c1nc(-c2ccc(F)cc2)oc1N1CCCCC1 | i
CCCn1c(=O)c2[nH]c(-c3ccc(OCC(=O)Nc4ccc(C#N)cc4)cc3)nc2n(CCC)c1=O | i
CCOC(=O)C1C(=O)C=C(c2ccc(OC)c(OC)c2)CC1c1cc(OC)ccc1OC (stereo not given) | i
O=C(O)c1cccc(C(=O)N2C[C@@H]3C[C@H](C2)c2ccc(NC(=O)c4cccs4)c(=O)n2C3)c1 | ?
Cc1cc(C(=O)N2CCCN(CC3CC3)C(C(C)C)C2)on1 (stereo not given) | i
COc1cccc(OC)c1C(=O)Nc1cccc(C)c1 | i
O=C(COc1ccc(Cl)cc1)c1ccc(O)cc1O | ?
Cc1cccc(C(=O)Nc2cccc(C(=O)Nc3nccs3)c2)c1 | ?
Cc1ccc(-n2ncc3c2CC(C)(C)CC3NC(=O)/C=C/C(C)C)cc1 (stereo not given) | i
CC1=C[C@@H](CNS(=O)(=O)c2cccs2)[C@H](C(C)C)C[C@H]1CC(=O)NCCN1CCOCC1 | i
Cc1ccc(C)c(C2C(C#N)=C(N)Oc3cc(N)ccc32)c1 (stereo not given) | i
O=C(CSCCc1ccccn1)Nc1ccc(Br)cc1 | i
CCCC(CCC)C(=O)O | i
Cc1nn(-c2ccccn2)c2c1C(=O)/C(=C\Nc1ccc([N+](=O)[O-])cc1)CC2 | ?
O=C(CSc1nc2ccccc2s1)Nc1ccc(Br)cc1 | i
Cc1ccn2c(=O)cc(CN3CCC(=O)N(CC4CC4)C(C(C)C)C3)nc2c1 (stereo not given) | ?
CCOc1ccc(NC(=O)C(C)Sc2nnc(C(c3ccccc3)c3ccccc3)n2C)cc1 (stereo not given) | i
Cc1cc(C)c(OCC(=O)Nc2ncc(Cl)cc2Cl)c(C)c1 | i
O=c1cc(O)nc(SCc2ccccc2)[nH]1 | i
COc1ccc(NC(=O)c2coc(=O)c3ccccc23)cc1Cl | i
COc1ccc(N2C(=O)CCC(C(C)=O)=C2C)cc1 | i
CC(=O)N1c2ccc(N=Cc3cc(Br)cc(Br)c3O)cc2CC1C (stereo not given) | i
CN(C)CCCNC(=O)c1ccc2c(c1)N(Cc1ccccc1)C(=O)CS2 | i
Fc1ccc2nc(Nc3nc(-c4ccncc4)cs3)sc2c1 | i
COc1ccc(C2=N/C(=C\c3ccc(Cl)cc3)C(=O)O2)cc1[N+](=O)[O-] | ?
COc1cc2c(C(=O)N3CCC4(CC3)OCCO4)cn(C)c(=O)c2cc1OC | ?
O=C(Cc1ccccc1)N(c1ccc(F)cc1)C1C=CS(=O)(=O)C1 (stereo not given) | i
COc1cccc(C(=O)c2c[nH]c3ccccc3c2=O)c1 | i
CN(CC[C@H]1CN(C(=O)NC2CCCCC2)CC[C@H]1CC(=O)O)c1ccccc1 | ?

Other entries:
SMILES | ST2 inh
Oc1cccc(Oc2cccc(Oc3ccccc3)c2)c1 | i
O=C(CC1C(=O)NCCN1Cc1ccccc1)NCc1scnc1-c1ccccc1 (stereo not given) | ?
Cc1ccc(Cl)cc1N1CCN(S(=O)(=O)c2ccc3c(c2)CCN3C(=O)C2CC2)CC1 | i
CCCCN(C)CCNC(=O)c1cn(C)c(=O)c2c1c1ccccc1n2C | i
O=C1CC(c2ccc(Cl)cc2)CC2=C1C(c1ccsc1)Nc1ccccc1N2 (stereo not given) | ?
Clc1ccccc1C1CCN(Cc2nc(-c3cnccn3)no2)C1 (stereo not given) | i
O=C(c1cc2n(n1)CCN(Cc1ccc3nonc3c1)C2)N1CCCC1 | ?
CCC(C(=O)Nc1sc2c(c1C#N)CCCCC2)N1C(=O)c2ccccc2C1=O (stereo not given) | i
Cc1ccc(C2(O)CCN(C(=O)c3ccc4nc[nH]c4c3)CC2)nc1 | i
CCn1ncc(Cl)c1C(=O)N1CCc2c(c(C(=O)O)nn2CC(C)C)C1 | i
Cc1ccc(NS(=O)(=O)c2cccnc2)cc1Cl | i
Cc1[nH]nc2c1C(c1cc(O)c(Br)c(O)c1)C(C#N)=C(N)O2 (stereo not given) | ?
CCN(CC)C(=O)Cn1c(=O)n(CC2CCC(C(=O)N3CCCC3)CC2)c(=O)c2sccc21 (stereo not given) | i
CC(C[N+](C)(C)C)OC(N)=O (stereo not given) | ?
O=C(CN1C(=O)/C(=C/c2ccccc2F)Sc2ccccc21)NCc1ccccn1 | ?
CC(C)Oc1cc(N(C)CC(C)N2CCOCC2)nc(N)n1 (stereo not given) | ?
CCc1c(C)sc(NC(=O)c2noc3c2CCCCC3)c1C#N | ?
COc1ccc(C(=O)N2CC(=O)N(Cc3ccccc3)CC(OCc3ccccn3)C2)c(OC)n1 (stereo not given) | ?
N#CCOc1ccc(C2Nc3ccccc3S(=O)(=O)N2Cc2ccccc2)cc1 (stereo not given) | i
